KB-3-1 cytotox: qHTS assay for MDR1-selective chemotherapeutics: Primary screen using the parental adenocarcinoma cell KB-3-1 | KB-3-1 viability, CellTiter-Glo ATP luminescence, 72 h | Potency, µM (series often up to 46.1 µM), for the others: at the top dose activity change, negative = cytotoxic, actives largely listed as cytotoxic | 400,000 tested, 1.4% active | AID 1347075, 2019; also: potency is read from the fitted curve at half-maximal effect; % is scaled to controls: 0 for no effect and ±100 for the full control effect; nearly all actives have a fitted effect of over 60% in size
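Using CellTiter-Glo luminescence, growth of non-resistant KB-3-1 adenocarcinoma cells is assessed 72 h after pin-tool compound addition at 37 °C. Normalized responses across the concentration series yield fitted curves.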
KB-V1 MDR tox: qHTS assay for MDR1-selective chemotherapeutics: Primary screen using the drug-selected MDR subline cells KB-V1 | 400,000 tested, 3.4% active | Potency, µM (series often up to 46.1 µM), for inactives: top-dose activity change, negative = cytotoxicity, usual class: cytotoxic | AID 1347076, 2019 | KB-V1 MDR cells viability, CellTiter-Glo, 72 h; also: potency is read from the fitted curve at half-maximal effect; % is scaled to controls: 0 for no effect and ±100 for the full control effect; nearly all actives have a fitted effect of over 60% in size
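Following 72 h at 37 degrees C with compound, KB-V1 cell viability was read by CellTiter-Glo luminescence, medium being phenol-red-free DMEM plus 10% FBS; concentration-response parameters came from normalized, curve-fitted qHTS data.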
HT1080-NT tox: qHTS for induction of synthetic lethality in tumor cells producing 2HG: qHTS for the HT-1080-NT fibrosarcoma cell line; HT-1080-NT fibrosarcoma viability, CellTiter-Glo ATP luminescence, 48 h; Potency, µM (highest dose often 46.1 µM), for inactives: at the top dose activity, negative = less viability, hits mostly cytotoxic; 360,000 tested, 1.6% active;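 also: NT is the 2HG producing partner of a matched IDH1 knockdown line; potency is read from the fitted curve at half-maximal effect; 0% = DMSO-treated cells and -100% = media-only wells without cells; nearly all actives have a fitted effect of over 55% in size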
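Fibrosarcoma NT cells, 750 per well in 5% FBS RPMI, were exposed to compound for 48 hours. Viability: CellTiter-Glo luminescence.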
HT1080 IDH1KD tx: qHTS for induction of synthetic lethality in tumor cells producing 2HG: qHTS for the HT-1080-IDH1KD cell line. HT-1080 IDH1 knockdown viability, ATP luminescence, 48 h. Potency, µM (titrated, usually from 46.1 µM), for the others: at the highest dose activity, negative = toxicity, hits mostly cytotoxic. 360,000 tested, 2% active. AID 686971, 2013;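 also: potency is read from the fitted curve at half-maximal effect; 0% = DMSO wells and -100% = cell-free medium wells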
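HT-1080-IDH1KD cells (IDH1 knocked down), 750/well in RPMI with 5% FBS, treated with compound 48 h at 37 degrees C. Viability by CellTiter-Glo luminescence, normalised to DMSO and no-cell wells; concentration-response curves classed.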
SW480 rerep: A quantitative high throughput screen for small molecules that induce DNA re-replication in SW480 colon adenocarcinoma cells; SW480 DNA re-replication, Hoechst DNA content imaging, 48 h; Potency, µM (titrated, usually from 46.1 µM), for inactives: top-dose re-replication activation, most hits filed as activators; 340,000 tested, 1.8% active; AID 624297, 2012; also: potency is read from the fitted curve at half-maximal effect; % of control where 0% means no effect; nearly all actives have a fitted effect of over 55% in size
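Image-based read-out: total Hoechst fluorescence of nuclei (405 nm excitation, 500-530 nm emission), with hits raising the fraction of high-intensity nuclei. SW480 colon cells incubated 48 hr with compounds at 37 C.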
IL1B secr inh: qHTS for Inhibitors of Inflammasome Signaling: IL-1-beta AlphaLISA Primary Screen | THP-1 LPS/ATP IL-1B secretion, AlphaLISA, 16 h; hits give low values | 360,000 tested, 4.7% active | AID 743279, 2014 | activity change, % at 57.5 µM; in the data active = activity change below about -50%; inconclusive = mostly about -30% to -49%; also: % is scaled to controls: 0 for no effect and ±100 for the full control effect
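THP-1 cells pretreated 1 hr with compounds (up to 57.5 uM final), then stimulated with LPS (250 ng/mL final) plus ATP (1.25 mM final); secreted IL-1B measured by AlphaLISA after 16 hr, decreased signal indicating inhibition.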
ATXN2 expr inh: Primary qHTS for Inhibitors of ATXN expression; HEK-293 ATXN2-luciferase reporter, luminescence, 24 h; Potency, µM (titrated, usually from 57 µM), for inactives: at the highest dose activity change, negative = inhibition, most hits filed as inhibitors; 360,000 tested, 0.72% active; also: potency is read from the fitted curve at half-maximal effect; % is scaled to controls: 0 for no effect and ±100 for the full control effect; nearly all actives have a fitted effect of over 55% in size
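qHTS (up to 57 uM final) was run with 24 h compound exposure of reporter cells at 37 °C. Each well was multiplexed: SteadyGlo luminescence measured ATXN2-luciferase expression after a fluorogenic Gly-Phe-AFC viability readout (25 uM final).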
MCF10A rerep: A quantitative high throughput screen for small molecules that induce DNA re-replication in MCF 10a normal breast cells | AID 624296, 2012 | MCF 10A DNA re-replication, Hoechst nuclear intensity, 48 h | Potency, µM (highest dose often 46.1 µM), without a hit: at the top dose activity, positive = re-replication, hits mostly activators | 350,000 tested, 2.9% active; also: potency is read from the fitted curve at half-maximal effect; % of control where 0% means no effect; nearly all actives have a fitted effect of over 50% in size
WRN inhibitor: qHTS for Inhibitors of WRN Helicase | Bifunctional 3'-5' exonuclease/ATP-dependent helicase WRN (Homo sapiens), Q14191 | WRN helicase unwinding, fluorescent forked duplex, kinetic | Potency, µM (series often up to 114 µM), for the others: at the highest dose activity change, negative = inhibition, most hits filed as inhibitors | 360,000 tested, 0.46% active | AID 651768, 2012; also: potency is read from the fitted curve at half-maximal effect; % is scaled to controls: 0 for no effect and ±100 for the full control effect; nearly all actives have a fitted effect of over 55% in size
Target sequence (Q14191 whole entry, looked up): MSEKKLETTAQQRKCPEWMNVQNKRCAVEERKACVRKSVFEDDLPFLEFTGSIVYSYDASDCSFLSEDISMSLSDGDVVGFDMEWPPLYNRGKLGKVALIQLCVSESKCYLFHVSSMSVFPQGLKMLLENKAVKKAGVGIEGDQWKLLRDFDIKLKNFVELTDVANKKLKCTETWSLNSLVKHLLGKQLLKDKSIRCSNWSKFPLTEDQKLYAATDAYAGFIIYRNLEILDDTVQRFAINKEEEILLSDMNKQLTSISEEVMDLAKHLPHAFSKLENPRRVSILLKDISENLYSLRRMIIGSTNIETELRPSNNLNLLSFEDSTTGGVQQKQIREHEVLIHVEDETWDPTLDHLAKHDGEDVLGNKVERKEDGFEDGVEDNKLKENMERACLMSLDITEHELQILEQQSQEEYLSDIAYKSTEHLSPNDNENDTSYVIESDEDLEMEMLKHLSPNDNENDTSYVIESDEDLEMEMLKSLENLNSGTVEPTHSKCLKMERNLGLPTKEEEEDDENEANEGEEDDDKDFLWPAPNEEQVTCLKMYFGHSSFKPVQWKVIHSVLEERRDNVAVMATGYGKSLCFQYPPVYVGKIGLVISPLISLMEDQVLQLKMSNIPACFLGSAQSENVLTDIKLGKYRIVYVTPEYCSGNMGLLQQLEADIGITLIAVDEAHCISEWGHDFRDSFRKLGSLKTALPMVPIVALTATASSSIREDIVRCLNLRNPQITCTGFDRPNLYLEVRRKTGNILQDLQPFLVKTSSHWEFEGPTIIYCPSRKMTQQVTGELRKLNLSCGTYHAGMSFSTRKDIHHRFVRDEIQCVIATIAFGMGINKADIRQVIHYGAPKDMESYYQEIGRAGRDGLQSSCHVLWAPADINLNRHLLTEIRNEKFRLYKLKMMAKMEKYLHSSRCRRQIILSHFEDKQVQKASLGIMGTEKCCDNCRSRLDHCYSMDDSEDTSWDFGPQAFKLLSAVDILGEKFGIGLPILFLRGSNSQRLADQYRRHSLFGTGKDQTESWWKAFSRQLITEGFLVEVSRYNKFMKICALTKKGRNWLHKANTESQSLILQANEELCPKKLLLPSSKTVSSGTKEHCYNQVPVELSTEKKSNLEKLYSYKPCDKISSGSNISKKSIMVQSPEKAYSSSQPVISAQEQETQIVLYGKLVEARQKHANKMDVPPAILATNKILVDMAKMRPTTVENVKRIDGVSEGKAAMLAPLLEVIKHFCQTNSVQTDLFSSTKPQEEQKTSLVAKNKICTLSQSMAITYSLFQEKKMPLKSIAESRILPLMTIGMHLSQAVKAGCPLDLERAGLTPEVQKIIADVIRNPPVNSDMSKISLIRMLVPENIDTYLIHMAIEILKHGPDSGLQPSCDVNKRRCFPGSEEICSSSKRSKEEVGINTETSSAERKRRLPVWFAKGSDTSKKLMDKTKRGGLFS
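WRN at 20 nM final preincubated with compound 15 min at room temperature; reaction started with 100 nM fluorophore/quencher forked duplex oligonucleotide and 2 mM ATP final. Unwinding followed kinetically by red fluorescence (ex 525, em 598 nm).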
Numbers without * were called inactive; u = inconclusive; x = no result given; & = joins results of further samples; [ ] = another dose, or the depositor's remark. Unless noted, calls follow the shape of the dose curve; as a rule, active = well fitted curve in the direction sought with a large enough effect; inconclusive = small, poorly fitted or top-dose-only effect, or another doubt; inactive = no such curve, though single readings can be large; an effect the other way counts as inactive or inconclusive.

SMILES	KB-3-1 cytotox	KB-V1 MDR tox	HT1080-NT tox	HT1080 IDH1KD tx	SW480 rerep	IL1B secr inh	ATXN2 expr inh	MCF10A rerep	WRN inhibitor
Cn1c(O)c(N=Nc2nc(-c3ccccc3)cs2)c2ccccc21	19%	-13%	2%	-3%	-2%	-11	29%	15%	-2%
CC(=O)Nc1ccc(S(=O)(=O)NC(C)CCc2ccccc2)cc1 (stereo not drawn)	-15%	-22%	-8%	0%	1%	15	x	5%	-1%
COc1ccc(S(=O)(=O)Cc2ccc(C(=O)N3CCN(c4ccccn4)CC3)o2)cc1	-5%	-25%	12%	4%	1%	-3	-8%	13%	-3%
O=C(CSc1nc2ccccc2c(=O)n1-c1ccc(F)cc1)Nc1ccc(Cl)c(S(=O)(=O)N2CCOCC2)c1	2%	-4%	2%	-7%	-5%&2%	-1	-19%	-3%&-31%	-5%
CCc1sc(C(=O)N2CCN(C(=O)c3ccccc3)CC2)cc1C	6%	-12%	-3%[9.24 µM]	10%	-24%	u	-28%	15%	1%
COc1ccc(-c2nc3ccccc3c(=O)n2NC(=O)c2cccnc2Cl)cc1OC	14%	1%	24%	24%	-3%	3	-9%[11.3 µM]	6%	-21%[57.1 µM]
COC(=O)c1c(C(=O)OC)c2c(-c3ccccc3)cc3cccc1n32	u	u	-20%	-19%	x	40	x	x	-13%
CC(=O)N1CCc2c(sc(NC(=O)CN3C(=O)c4ccccc4C3=O)c2C(N)=O)C1	6%	-6%	-3%	0%	-2%	11	0%	8%	-3%
CCOc1ccc(S(=O)(=O)N2CCOCC2)cc1NC(=O)CSCC(=O)Nc1ccc(C)cc1	16%	-10%	7%	10%	1%	12	6%	-2%	-10%
O=C(c1cc(-c2ccncc2)nc2ccccc12)N1CCN(c2ncccn2)CC1	-26%	u	-1%	-6%	16%	22	-2%	8%	0%
COc1ccc(NC(=O)NC(C)c2ccccc2)cc1 (stereo not drawn)	13%	16%	u	11%	-1%	-6	-4%	5%	4%
Fc1ccc(CNC(=S)Nc2cccc(Cl)c2)cc1	-2%	-5%	u	-26%	5%	-91*	-6%	16µM*	-30%[57.1 µM]
COc1ccc(S(=O)(=O)NN(C)c2nc(C(F)(F)F)nc3ccccc23)cc1	u	u	21µM*	16µM*	u	23	-21%	122%	5%
COc1cc(/C=C(\C#N)C(=O)N2CCOCC2)cc(Br)c1O	2%	-6%	7%	4%	-115%[inhibitor]	18	x	0%	-3%
O=C(N/N=C/c1cc2ccccc2nc1Cl)c1ccncc1	7%	-12%	-3%	-23%	u	102	-16%	4%	-6%
C/C(=N\Nc1ccc(F)cc1)c1ccc(N2CCOCC2)c(F)c1	-1%	-13%	-14%	-3%	u	0	2%	4%	-10%[57.1 µM]
CC(C)(CNC(=O)c1ccc(Br)o1)CNC(=O)c1ccc(Br)o1	-20%	-13%	16%	-1%	2%	33	-5%	0%	3%
Clc1ccc2c(NNc3ccccc3Cl)ccnc2c1	6%	10%	10%	3%	-4%	1	1%	12%	-3%
CCOc1cc(/C=N\NC(=O)c2ccc(C)nc2)cc([N+](=O)[O-])c1O	7%	14%	3%	-2%	1%	23	-10%	-3%	-20%
Cc1ccc(CNc2ccc(S(=O)(=O)N3CCOCC3)cc2[N+](=O)[O-])cc1	-6%	5.2µM*	0%	-8%	11%	1	-14%	12%	-16%
Cc1ccc2nc(SCC(=O)Nc3c(C)n(C)n(-c4ccccc4)c3=O)[nH]c2c1	0%	18%	4%	0%	11%	-15	-1%	-1%	2%
COC(=O)Cn1cnc2c(C#N)c3n(c2c1=O)CCCC3	2%	-21%	7%	3%	-4%	0	-2%	-12%	2%
CCOc1cc(CNCCCN2CCOCC2)ccc1OCC(=O)Nc1cccc2ccccc12	-1%	0%	10µM*	11µM*	u	-5	-33%	19%	2%
COc1ccc(C(=O)CSc2nc3ccccc3n2CC(=O)NC(C)(C)C)cc1	5%	-21%	-3%	-5%	0%	-22	3%	-2%	3%
CCCCN(C(=O)c1ccc(S(=O)(=O)N(C)C)cc1)c1ccccc1	0%	-13%	-3%	-9%	-11%	-7	-9%	0%	1%

The list goes on; it opens with the three that closed the last part.
SMILES	KB-3-1 cytotox	KB-V1 MDR tox	HT1080-NT tox	HT1080 IDH1KD tx	SW480 rerep	IL1B secr inh	ATXN2 expr inh	MCF10A rerep	WRN inhibitor
CCOc1cc(CNCCCN2CCOCC2)ccc1OCC(=O)Nc1cccc2ccccc12	-1%	0%	10µM*	11µM*	u	-5	-33%	19%	2%
COc1ccc(C(=O)CSc2nc3ccccc3n2CC(=O)NC(C)(C)C)cc1	5%	-21%	-3%	-5%	0%	-22	3%	-2%	3%
CCCCN(C(=O)c1ccc(S(=O)(=O)N(C)C)cc1)c1ccccc1	0%	-13%	-3%	-9%	-11%	-7	-9%	0%	1%
O=C(NCc1cccnc1)c1ccc2c(c1)N(Cc1ccccc1)CCS2	1%	u	-24%	-24%	2%	-21	-4%	8%	-21%
O=C(NN=C1CCN(Cc2ccccc2)CC1)c1ccccc1O	-21%	u	-5%	-20%	u	26	-17%	-5%	-5%
O=C(NC(c1ccccc1)c1ccccc1)c1ccc(Br)o1	-3%	-13%	-4%	0%	u	-9	-14%	13%	-5%
COC(=O)CCSc1nccn1Cc1ccccc1	-1%	-5%	-8%	-6%	-14%	23	3%	2%	9%
Cc1c(Cl)cccc1NC(=O)CCCN1C(=O)CCC1=O	-2%	-16%	-3%	-5%	-7%	-2	0%	-4%	4%
O=S(=O)(NCc1ccccc1F)c1cccc(S(=O)(=O)N2CCOCC2)c1	7%	-2%	8%	3%	-7%	14	-8%	26%	12%
O=C(CSc1nc(-c2ccco2)cc(C(F)(F)F)n1)N1CCN(c2cccc(Cl)c2)CC1	0%	-22%	-8%	-13%	-8%	-21	-17%	u	-2%
O=C(O)COc1ccccc1C1C2C(=O)N(c3ccccc3)C(=O)C2ON1c1ccccc1 (stereo not drawn)	-3%	3%	14%	13%	2%	13	11%	3%	-10%
O=C(CSc1nc(C(F)(F)F)cc(=O)[nH]1)NCc1ccc2c(c1)OCO2	-5%	2%	6%	4%	-6%	7	1%	1%	-5%
Cc1cccc(-c2nc3ccccc3c3nncn23)c1	-3%	11%	-11%	-6%	5%	u	-10%	-3%	-20%
Nc1nc2c(ncn2[C@H]2C[C@H](O)[C@@H](CO)O2)c(=O)[nH]1	u	15%&0%	u	u	-4%	0	-2%	-43%[inhibitor]	-1%
CN1CCC(Oc2ccccc2Sc2ccccc2)CC1	u	u	u	-5%	u	x	-8%	u	u
CCOC(=O)C1=C(COC(=O)/C=C/c2ccc(OC)cc2OC)NC(=O)NC1C (stereo not drawn)	1%	6.5µM*	5%	5%	2%	u	1%	2%	8%
CCCCOCCCNC(=O)C[C@@H]1C[C@@]2(C(=O)OCC)CCC=C2N(Cc2ccc3c(c2)OCO3)C1=O	3%	u	-15%	0%	x	-9	10%	x	1%
COc1ccc(C(=O)N2CCCC2(C#N)c2ccccc2)cc1[N+](=O)[O-] (stereo not drawn)	-12%	-1%	5%	-1%	-1%	0	x	1%	9%
CC1(C)Cc2nc3scc(NC(=O)c4ccccc4)c3cc2CO1	-2%	-27%	9%	9%	-20%	11	x	1%	-11%
COc1ccc(C(=O)OC2C(OC)OCC(O)C2O)cc1 (stereo not drawn)	-3%	0%	9%	9%	-4%	0	2%	-3%	-1%
O=C1C2CCCN2C(=O)N1CCCCN1CCN(c2ccccc2)CC1 (stereo not drawn)	2%	-17%	7%	16%	-1%	26	10%	0%	-20%
CCN(C1CCCCC1)S(=O)(=O)CCNC(=O)c1ccccc1	1%	4.1µM*	8%	15%	-5%	5	3%	-1%	6%

Shown as a hit in IL1B secr inh (from the list above):
smiles	SW480 rerep	IL1B secr inh	WRN inhibitor
Fc1ccc(CNC(=S)Nc2cccc(Cl)c2)cc1	5%	-91*	-30%[57.1 µM]

3 entries from above, field by field.
COc1ccc(C(=O)OC2C(OC)OCC(O)C2O)cc1 (stereo not drawn)
  KB-3-1 cytotox = -3% | KB-V1 MDR tox = 0% | HT1080-NT tox = 9% | HT1080 IDH1KD tx = 9% | SW480 rerep = -4% | IL1B secr inh = 0 | ATXN2 expr inh = 2% | MCF10A rerep = -3% | WRN inhibitor = -1%
O=C1C2CCCN2C(=O)N1CCCCN1CCN(c2ccccc2)CC1 (stereo not drawn)
  KB-3-1 cytotox = 2% | KB-V1 MDR tox = -17% | HT1080-NT tox = 7% | HT1080 IDH1KD tx = 16% | SW480 rerep = -1% | IL1B secr inh = 26 | ATXN2 expr inh = 10% | MCF10A rerep = 0% | WRN inhibitor = -20%
CCN(C1CCCCC1)S(=O)(=O)CCNC(=O)c1ccccc1
  KB-3-1 cytotox = 1% | KB-V1 MDR tox = 4.1µM* | HT1080-NT tox = 8% | HT1080 IDH1KD tx = 15% | SW480 rerep = -5% | IL1B secr inh = 5 | ATXN2 expr inh = 3% | MCF10A rerep = -1% | WRN inhibitor = 6%
